High-throughput results deposited in PubChem BioAssay by several laboratories.
bCat KO growth = primary screen for growth suppressors in beta-catenin knockout HCT116 cells (colon tumor, human). 1.5% of 140,000 active. HCT116 beta-catenin knockout viability, CellTiter-Glo, 60 h; hits give low values. viability, % at 10 µM. AID 818, 2007;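 active means viability at or under a set limit, the compound median less 4 SD, cut at about 6% in these data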;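 further: 0% = Hyamine 1622 control at 20 µM and 100% = untreated cell control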
Phagocytosis inh = inhibitors of macrophage phagocytosis, primary screen, imaging, J774A.1 cells, IgG beads; J774A.1 macrophage IgG-bead phagocytosis; inhibition, % at 5 µM; 0.07% of 110,000 active; AID 1029, 2008;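 active means inhibition above the mean of the plate negative controls plus 5 SD, cut at about 13% in these data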;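 further: phagocytic index as fraction of beads internalized from green versus red external bead signal; plate controls were DMSO negative control for no effect and cytochalasin-D positive control for full effect; some results beyond the cut were filed as inactive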
Measles CPE = compounds protecting cells from measles virus cytopathic effect, primary screen, measles RdRp inhibitor project, single point, MLSMR library, absorbance; Measles virus-infected cells, CPE protection; protection (pct of control), % at 4 µM; 1.5% of 140,000 active; AID 841, 2007; in the data active means protection mostly above about 24%, no sharp cut-off; inactive means mostly below about 26%; further: some compounds called inactive have numbers as strong as hits
BB579 growth dn = growth inhibitors of yeast BB579 in restrictive medium, primary screen, yeast lifespan-shortening project, S. cerevisiae; inhibition, % at 10 µM; OD615, 48 h; AID 804, 2007; 0.51% of 140,000 active;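 active means inhibition above a set limit, 3 SD over the mean compound inhibition, cut at about 44% in these data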; further: inactives centre near -24
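Assay system – yeast BB579 (DeaD) · Dosing – single compound dose of 10 µM, 0.25% DMSO final · Detection – OD615 turbidity measurement · Buffer or medium – CSMM-D restrictive synthetic medium containing dextrose (glucose) · Benchmarks – positive control amphotericin B 10 µg/mL · Incubation – 48 h exposure, 30 °C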
GALR2 antag = GALR2 antagonists in receptor-expressing cells, primary screen | inhibition, % at 4 µM | Galanin receptor type 2 (Homo sapiens), O43603 | AID 828, 2007 | antagonist mode | 0.39% of 140,000 active; in the data active means inhibition above about 27%;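 further: cells stimulated with galanin 1-16 at roughly its EC80; 0% = agonist challenge control and 100% = basal control without agonist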
Target sequence (O43603 whole entry, looked up): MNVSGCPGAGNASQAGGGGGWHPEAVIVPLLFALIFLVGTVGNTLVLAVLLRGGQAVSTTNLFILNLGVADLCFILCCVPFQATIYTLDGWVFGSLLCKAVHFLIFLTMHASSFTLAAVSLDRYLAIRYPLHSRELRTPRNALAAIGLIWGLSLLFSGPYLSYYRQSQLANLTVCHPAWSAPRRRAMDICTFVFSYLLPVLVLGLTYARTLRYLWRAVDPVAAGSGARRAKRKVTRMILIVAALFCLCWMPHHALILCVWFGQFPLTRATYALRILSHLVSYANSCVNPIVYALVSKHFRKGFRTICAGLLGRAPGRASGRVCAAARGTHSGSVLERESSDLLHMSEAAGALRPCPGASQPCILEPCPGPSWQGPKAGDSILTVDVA
PTEN del growth = growth suppression of PTEN-null HCT116, primary screen, cell-based, CellTiter-Glo; HCT116 PTEN-null viability, 60 h; hits give low values; viability, % at 10 µM; 1.2% of 140,000 active; AID 827, 2007;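 active means viability at or below a set limit, 4 SD under the median of all tested compounds, cut at about 3.7% in these data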;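 further: PTEN knockout HCT116 line with beta catenin targeted HCT116 as companion control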
MRP-1 activ = H69AR viability gain despite doxorubicin, primary screen, MRP-1 activator project, H69AR cells, CellTiter-Glo | AID 799, 2007 | viability rescue | viability increase, % at 10 µM | 0.61% of 140,000 active;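 active means viability gain under doxorubicin at or above a set limit, the compound median plus 3 SD, cut at about 4.7% in these data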;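 further: MRP-1 overexpressing cells given doxorubicin 25 µM after compound pretreatment; 18-22 h compound pretreatment then 72 h with doxorubicin before readout; 0% = doxorubicin-only wells and 100% = vehicle-treated cells without doxorubicin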
NPY Y2 blocker = NPY-Y2 receptor antagonists, primary screen, cell-based | Neuropeptide Y receptor type 2 (Homo sapiens), P49146 | NPY-Y2 expressing cells, antagonist mode | inhibition, % at 2.7 µM | 0.99% of 140,000 active | AID 793, 2007; in the data active means inhibition above about 17%;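 further: 0% = vehicle with agonist challenge and 100% = reference antagonist with challenge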
Target sequence (P49146 whole entry, looked up): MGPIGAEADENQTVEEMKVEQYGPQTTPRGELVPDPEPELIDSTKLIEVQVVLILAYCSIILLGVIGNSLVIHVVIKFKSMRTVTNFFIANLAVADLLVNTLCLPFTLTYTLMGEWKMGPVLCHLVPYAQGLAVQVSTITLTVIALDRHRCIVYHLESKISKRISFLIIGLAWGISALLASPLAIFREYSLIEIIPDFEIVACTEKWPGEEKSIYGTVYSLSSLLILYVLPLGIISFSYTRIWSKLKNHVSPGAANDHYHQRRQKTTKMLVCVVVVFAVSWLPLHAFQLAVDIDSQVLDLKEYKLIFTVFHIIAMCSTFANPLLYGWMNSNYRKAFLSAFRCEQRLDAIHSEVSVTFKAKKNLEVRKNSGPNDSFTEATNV
Yeast life ext = compounds extending yeast replicative lifespan, primary screen, S. cerevisiae, OD615 | S. cerevisiae growth with nicotinamide; deaD strain in restrictive glucose medium | inhibition of the nicotinamide effect, % at 10 µM | 0.68% of 130,000 active;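 active means inhibition above a set limit, placed 3 SD over the median of all compounds, cut at about 26% in these data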;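 further: 0% = nicotinamide-treated wells and 100% = cells grown without nicotinamide; some compounds called inactive have numbers as strong as hits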
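Test system: DeaD-strain S. cerevisiae / Buffer or medium: restrictive glucose medium / Also added: nicotinamide 1.5 mM / Doses: one concentration, 10 µM, DMSO 0.25% / Schedule: 48 h at 30 °C / Signal: OD615 measurement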
E-sel TNF inh = E-selectin induction blockers in HUVEC – imaging, immunofluorescence, high content, primary screen. HUVEC TNFa-induced E-selectin immunofluorescence. 0.71% of 120,000 active. inhibition, % at 2 µM. AID 1246, 2008;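 active means inhibition above the batch mean plus 3 SD, and confirmed as a hit on visual image review, cut at about 43% in these data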;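 further: 0% = TNF-stimulated DMSO wells and 100% = unstimulated control wells; not every result past the cut was called active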
* marks the source's active call; other numbers are inactive results; x = no result given.

SMILES	bCat KO growth	Phagocytosis inh	Measles CPE	BB579 growth dn	GALR2 antag	PTEN del growth	MRP-1 activ	NPY Y2 blocker	Yeast life ext	E-sel TNF inh
Cc1cc(C)n2nc(CC(=O)NCc3ccccc3Cl)nc2n1	90	-6	18	-35	2	98	1.3	2	-2	x
CCCCCNS(=O)(=O)c1cc(C)ccc1OC	93	0	1	-3	-9	101	-2.5	2	1	x
O=c1nc2c(O)cccn2c2c1c(=O)[nH]c1ccccc12	75	-2	17	-29	17	83	-0.4	1	7	x
COc1cc(SC#N)ccc1N=Cc1c(C)[nH]n(-c2ccc(C)cc2C)c1=O	80	0	12	-32	3	77	-4.9	1	-3	25
Fc1ccccc1Nc1nc2ccccc2n2nnnc12	76	-1	6	14	-7	82	-3.1	6	-11	-10
Cc1cc(N(CCO)CCO)nc(-n2nc(C)cc2C)n1	98	-1	6	-11	10	93	-1.1	0	-4	-5
C=CCN1C(=O)C(O)(CC(=O)c2ccc(-n3cccc3)cc2)c2ccccc21 (stereo not given)	77	1	3	-12	7	67	-4.8	3	-4	0
Cc1ccnc(NC(=O)c2cccc(NS(=O)(=O)c3ccccc3C)c2)c1	87	-1	21	-58	2	111	0.4	5	-5	-20
CCOc1cc(NC(=S)NCc2ccco2)c(OCC)cc1NC(C)=O	103	x	23	-21	12	102	-1.7	1	-18	x
COc1ccc(NC(=O)C(=O)NCCO)cc1Cl	97	-5	35	-30	5	95	-0.1	0	4	15
C[N+](C)(C)CCNC(=O)c1c(O)c2c([nH]c1=O)CCCC2	100	0	9	-24	2	94	-1.8	5	1	5
CCOC(=O)N1CCN(C(=O)Nc2ccc3oc(C)nc3c2)CC1	105	x	14	-11	-3	106	-0.4	2	-8	-1
Cc1cc(C)cc(N(CC(=O)N2CCC(C)CC2)S(=O)(=O)c2ccccc2)c1	96	-1	7	-37	-6	86	-3.6	2	37	10
O=C(c1ccccc1)c1ccc(OCC(O)CN2CCN(Cc3ccccc3)CC2)cc1 (stereo not given)	58	2	5	2	-4	57	-3.7	4	-9	-4
Cc1onc(-c2ccccc2Cl)c1C(=O)NCc1ccccc1	94	1	2	-43	3	96	-0.9	1	-10	-7
COc1cccc(C(=O)Nc2cc3c(cc2Cl)OCCCO3)c1	98	-2	29	4	3	89	2.6	3	-4	x
COc1cc(/C=C2/C(=N)N3C=CSC3=NC2=O)ccc1OCCCOc1ccccc1C	82	2	3	-46	5	86	-1.4	8	-11	7
O=C(NCCCN1CCOCC1)c1ccco1	94	0	4	0	7	101	-3.5	1	-15	x
O=C(COc1ccccc1)NNC(=O)c1cc2ccccc2oc1=O	97	-7	3	-6	5	102	0.4	5	-1	x
Cc1cccc(OCCCn2ccnc2)c1	94	-5	2	-33	20	93	-1.7	1	-1	12
Nc1ncnc2nc(SCCN3CCCCC3)[nH]c12	88	x	2	-27	-1	92	-0.8	5	-8	2
O=C(Nn1c(O)c(C=C2N=c3ccccc3=N2)sc1=S)c1ccc(Cl)cc1	86	0	11	-28	3	99	-5.1	5	-3	-35
CCOc1cc(/C=C2\N=C(C)OC2=O)cc(Br)c1OCCc1ccccc1	92	0	19	-39	5	89	-0.6	2	-32	43
CC1=C(C(=O)N(C)CCC#N)C2(CCCCC2)OC1=O	103	0	23	-8	-1	97	-0.2	-3	-6	x
CCOc1ccc(C(OC(=O)c2ccco2)C(=O)NCc2ccc(C)cc2)cc1 (stereo not given)	96	x	5	-23	-2	90	-3.0	4	-12	11
CCc1ccccc1N1CCN(S(=O)(=O)c2cc(OC)ccc2OC)CC1	83	0	20	-43	-7	84	-0.1	1	-5	-2
C=CCOc1ccc(C2C(C(=O)c3ccco3)=C(O)C(=O)N2CCCN(CC)CC)cc1 (stereo not given)	100	0	2	-16	7	98	-1.1	-2	11	10
CCOc1ccc(NC(=O)c2ccc3c(c2)N(Cc2ccc(F)cc2)C(=O)CS3=O)cc1 (stereo not given)	78	0	7	-9	-11	73	-0.4	-1	-11	x
O=C(CCCc1nc(-c2ccc(Cl)cc2)no1)N1CCOCC1	73	x	7	-24	2	80	-1.0	2	-9	4
CCn1c(SCC(=O)N2CCOCC2)nc2c(c1=O)SC(C)C2 (stereo not given)	95	x	15	-32	10	98	-2.2	4	0	6
O=C(c1cc2n(n1)C(C(F)(F)F)CC(c1ccc(F)cc1)N2)N1CCCC1 (stereo not given)	96	x	2	-69	4	111	-0.7	-2	-8	-12
Fc1c(F)c(C(F)(F)F)c(F)c(F)c1N1CCN(c2ccc3nnc(C(F)(F)F)n3n2)CC1	63	-1	52*	-16	0	53	-4.5	1	-8	13
COC(=O)c1cc(OC)c(OC)c(OC)c1NC(=O)c1ccc(S(=O)(=O)N(C)C)cc1	103	1	2	-14	-9	99	-2.2	1	-7	-5
O=C(NCc1ccco1)C(=O)NCC1OCCN1S(=O)(=O)c1ccc(F)cc1 (stereo not given)	92	x	50*	-33	4	96	-1.9	0	2	-16
CCCN(CCC)CCCNC(=O)CC(C(=O)N1CCc2ccccc21)n1ccnc1 (stereo not given)	90	2	12	-8	3	91	-2.1	0	-6	1
Nn1c(COc2ccc(Cl)cc2)nc2ccccc2c1=O	95	-4	5	-60	-5	103	-0.8	1	-5	x
Cc1cc(C)n2nc(C(=O)OCC(=O)c3cc(C)n(C)c3C)nc2n1	108	-1	10	-44	-3	106	0.9	0	-10	x
COCCOC(=O)C1=C(C)N=C2SCCC(=O)N2C1c1ccc(OC(=O)c2ccco2)cc1 (stereo not given)	92	0	6	-35	-13	87	-1.7	7	-6	10
COc1cc(NC(=O)Nc2cccc(Cl)c2)c(OC)cc1NC(=O)CN1CCCCC1	33	-1	21	-18	4	26	-3.0	-2	-14	-6
COC(=O)c1sccc1NC(=S)N1CCCC(C)C1 (stereo not given)	88	1	22	-30	-12	87	-1.0	6	14	8
O=C(c1cccc(F)c1)N1CCN(Cc2ccco2)CC1	90	0	3	3	8	94	-0.8	2	3	x
O=c1cc(CNC2CCCCC2)c2ccccc2[nH]1	105	-1	31	-50	11	81	-4.8	-1	-25	-19
Cc1cc(NC(=O)CSCCc2ccncc2)no1	93	x	3	-47	12	100	-0.6	2	10	-11
CCOC(=O)Cc1csc(NC(=O)C(C)(C)CC)n1	91	0	26	-44	-6	102	-0.2	2	-2	30
CC(=O)Nc1ccc(NC(=O)c2ccc(C3SCC(=O)N3CCc3ccccc3)cc2)cc1 (stereo not given)	73	-3	3	-18	3	76	-3.1	1	-3	21
CC1CCc2c(sc(NC(=O)c3ccc(Cn4cc(Br)cn4)o3)c2C(N)=O)C1 (stereo not given)	100	-1	11	-29	-6	86	-1.7	2	-15	29
CCOc1ccc(Br)cc1S(=O)(=O)Nc1ccc(C(=O)OC(C)C(=O)N(C)c2ccccc2)cc1 (stereo not given)	87	3	4	-19	-7	84	-1.2	0	-2	7
O=c1[nH]c2ccccc2n1Cc1ccccc1	80	0	9	24	7	89	-1.8	5	-10	7
OC(Cn1nnc2ccccc21)Cn1c(C(F)(F)F)nc2ccccc21 (stereo not given)	80	0	15	-13	-3	88	-0.4	0	-10	x
COC(=O)C1(O)CC(C(C)C)=NN1C(=O)c1ccc(Cl)cc1 (stereo not given)	83	x	3	-33	5	94	-2.3	1	2	6
COc1ccccc1CNC(=O)Cn1cc2c(n1)CCCC2	100	-1	8	9	13	97	2.4	5	-2	4
CC(=O)c1ccc(NC(=S)NC(=O)c2c(Cl)c(C)nn2C)cc1	99	-5	3	-15	8	100	-1.0	7	-4	x
Cn1c(C(=O)NCCCN2CCCCCC2)cc2c(=O)n(C)c3ccccc3c21	88	0	5	-31	-9	80	-4.3	2	-3	x
CCOc1cc(C2c3c(n[nH]c3C)C(=O)N2c2ccc(Br)cc2)ccc1O (stereo not given)	101	2	20	-33	8	98	-2.2	0	-10	-16
CN1CCc2c(sc3c2C(=O)NC(c2cccs2)N3)C1 (stereo not given)	90	0	21	-14	1	92	-1.2	-1	-14	x
Cn1ncc(C#N)c1/N=C/N1CCCCC1	87	-1	30	-25	-14	93	-2.1	3	-17	6
CC(OC(=O)c1ccc2c(=O)n3c(nc2c1)CCCCC3)C(=O)Nc1ccc(Cl)cn1 (stereo not given)	97	x	19	-36	18	91	-0.7	3	25	x
C(=N\n1cnc2ccccc21)/c1cccnc1	102	-1	0	-35	-10	80	-3.2	0	-31	12
O=[N+]([O-])c1ccc(Cl)c(S(=O)(=O)N2CCCCCC2)c1	60	-4	9	57*	16	70	-4.4	8	5	x
CC(=O)Nc1sc2c(c1C(c1ccc(F)cc1)N1CCOCC1)CCCC2 (stereo not given)	62	-2	4	-8	-8	60	-2.2	8	-15	0
Continuation.
SMILES	bCat KO growth	Phagocytosis inh	Measles CPE	BB579 growth dn	GALR2 antag	PTEN del growth	MRP-1 activ	NPY Y2 blocker	Yeast life ext	E-sel TNF inh
Cc1ccc2c(c1)nnn2C1CCN(S(=O)(=O)c2ccc(C(=O)N3C(C)CCCC3C)cc2)CC1 (stereo not given)	49	0	8	-37	11	54	-4.7	-4	-7	1
Cc1nc2sccn2c1P(c1c(C)nc2sccn12)c1c(C)nc2sccn12	90	x	17	-12	16	87	-0.8	1	x	-29
COc1ccc(S(=O)(=O)N2CCN(CC(=O)Nc3ccc(C)c(F)c3)CC2)cc1	69	1	19	-49	-7	76	-6.6	1	-13	16
O=C(NCc1ccccc1)c1noc2c1CCCC2	23	-3	28	-12	-2	20	-3.3	1	-3	-20
O=C(CCNS(=O)(=O)c1ccc(Cl)cc1)N1CCC2(O)CCCCC2C1 (stereo not given)	100	3	10	-24	4	99	-1.2	0	-18	-20
Cc1ccc(N=CC2=C(O)CC(c3ccco3)CC2=O)cc1 (stereo not given)	106	2	8	-26	11	97	-0.7	0	-18	-3
Nc1c(Cl)ncnc1N/N=C/c1ccc2ccccc2n1	5.1*	8	12	-7	23	3.0*	-4.9	0	19	x
CC(=O)NC(=O)c1nnn(Cc2ccccc2)c1NC(C)=O	81	-2	2	6	4	96	-1.9	0	-2	-1

Given with two lines to a compound: part of the list above
Each structure is followed by: bCat KO growth	Phagocytosis inh	Measles CPE	BB579 growth dn	GALR2 antag	PTEN del growth	MRP-1 activ	NPY Y2 blocker	Yeast life ext	E-sel TNF inh
> COc1cccc(C(=O)Nc2cc3c(cc2Cl)OCCCO3)c1
    98	-2	29	4	3	89	2.6	3	-4	x
> CC(=O)NC(=O)c1nnn(Cc2ccccc2)c1NC(C)=O
    81	-2	2	6	4	96	-1.9	0	-2	-1
> OC(Cn1nnc2ccccc21)Cn1c(C(F)(F)F)nc2ccccc21 (stereo not given)
    80	0	15	-13	-3	88	-0.4	0	-10	x
